High-throughput results as filed in PubChem.
GalR3 antagonist = GalR3 antagonists in HEK293 cells, primary screen, cell-based, fluorescence readout. inhibition, % at 3 µM. 360,000 tested, 0.44% active. Galanin receptor type 3 (Homo sapiens), O60755. HEK293 GalR3-CNG cAMP membrane potential fluorescence; galR3 body fused to GalR1 C-terminus;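 active means inhibition above the screen-wide average plus 3 SD, cut at about 13% in these data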;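 further: forskolin and galanin both at EC90 stimulate the cells; cAMP rise reported by CNG channel membrane potential dye signal; 0% = forskolin plus galanin with DMSO and 100% = forskolin alone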
Target sequence (O60755 1-299 limits assumed): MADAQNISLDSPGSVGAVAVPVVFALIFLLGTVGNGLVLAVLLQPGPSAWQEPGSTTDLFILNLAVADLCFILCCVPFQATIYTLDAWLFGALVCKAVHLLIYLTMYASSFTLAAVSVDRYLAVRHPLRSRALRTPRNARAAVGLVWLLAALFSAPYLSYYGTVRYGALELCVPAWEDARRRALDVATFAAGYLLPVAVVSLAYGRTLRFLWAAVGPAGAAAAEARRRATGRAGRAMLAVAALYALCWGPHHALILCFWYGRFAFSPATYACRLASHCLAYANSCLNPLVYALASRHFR
An asterisk follows results filed as active.

SMILES	GalR3 antagonist
O=C1Nc2ccccc2NC(c2ccc3c(c2)OCO3)=C1N(Cc1ccc(F)cc1)C(=O)c1ccco1	-4
COc1ccc(NC(=O)C2(C)CCN2C)cc1OC (configuration not stated)	-5
CCOC(=O)C1=CCN(S(=O)(=O)c2cccc(Cl)c2)C1c1ccc(C)cc1 (configuration not stated)	-6
O=C1NC[C@H](Cc2ccc(O)cc2)N(C[C@@H]2CCCN2C[C@H](Cc2ccc(O)cc2)N2C[C@H](Cc3ccccc3)N(CC3CCCCC3)C(=O)C2=O)C1=O	-4
CC(=O)Nc1cccc(NC(=O)c2ccccc2Cl)c1	-2
COC(=O)[C@]12C[C@H](CC(=O)NCC3CCCCC3)C(=O)N(Cc3ccccc3)C1=C[C@H](C(C)(C)C)O[C@@H]2C	-6
Cc1[nH]ncc1Nc1ccccc1C(C)C	-6
CC(C)CNc1cccc2c1S(=O)(=O)N[C@@H](CC(C)C)CO2	0
CCc1ccc(OC2(C)CCN(Cc3ccc4c(c3)OCCO4)C2)cc1 (configuration not stated)	-7
Nc1[nH]c(C(=O)c2ccccc2)c(-c2ccccc2C(F)(F)F)c1C(=O)c1c[nH]c2ccccc12	-8
Cc1cc2c(cc1C)-n1nnnc1C(N1CCN(c3ccccn3)CC1)C(c1ccc3c(c1)OCO3)=N2 (configuration not stated)	-1
CCOC(=O)C1(C)CCCCCN1C(=O)c1ccc(C(F)(F)F)nc1C (configuration not stated)	-4
O=S(=O)(NN=Cc1cccc(Cl)c1)c1ccccc1	-3
CN1C(=O)C(c2cn(C)c3ccccc23)(c2cn(C)c3ccccc23)c2cc(Br)ccc21	-7
CCCCCNC(=O)C(c1ccncc1)n1c(=O)c(-c2cc3ccccc3[nH]2)nc2ccccc21 (configuration not stated)	-1
COC(=O)[C@@]12C[C@@H](CC(=O)NCc3cccs3)C(=O)N(Cc3ccccc3)C1=CCC(C)(C)C2	-1
NC(Cc1ccc(F)cc1)c1csc(Nc2nncc3ccccc23)n1 (configuration not stated)	-4
CC(C)c1cn(CC[C@@H]2CC[C@H](NS(=O)(=O)c3ccc(F)cc3)[C@@H](CO)O2)nn1	-5
COc1ccc2c(c1)[C@]1(C[C@H](O)CO1)C(=O)N2C	0
CCOC(=O)[C@]12CCCC=C1N(Cc1ccc3c(c1)OCO3)C(=O)[C@H](CC(=O)NCC13CC4CC(CC(C4)C1)C3)C2	-1
Nc1[nH]c(C(=O)c2ccccc2)c(-c2ccccc2Br)c1C(=O)NCCc1c[nH]c2ccccc12	-5
CNc1cnc(-c2cccc(C(=O)N3CCOCC3)c2)cn1	-2
C=C1C[C@@H]2C[C@@H]2CN(S(=O)(=O)c2ccc(C)cc2)[C@@H]1c1ccco1	-6
COc1ccc(CCNC(=O)Nc2nc(C(N)C3CCCCC3)cs2)cc1OC (configuration not stated)	-5
COCCNC(=O)C1(C)CCCN(Cc2ccc(Oc3ccccc3)cc2)C1 (configuration not stated)	-1

Other entries
SMILES	GalR3 antagonist
CCc1nc2ccc(C(=O)NCCCn3ccnc3)cn2c1N(C)C(=O)COc1ccccc1	-7
COc1ccc(OCCN2CCC(C(=O)NC(c3ccc(F)cc3)c3ccc4ccccc4n3)CC2)cc1 (configuration not stated)	-7
CNc1ncnc2c1ncn2[C@H]1CN(CCc2ccccc2)C[C@@H](CO)O1	6
NCc1csc(NC(=O)Nc2cccc(C(F)(F)F)c2)n1	-9
O=C(NCC1CCCCC1)c1ccc2nc([C@H]3C[C@H](O)[C@@H](CO)O3)[nH]c2c1	-4
COc1ccc(OC)c(C(O)c2ncc(-c3ccccc3OC)[nH]2)c1 (configuration not stated)	-7
COC(=O)C(C(=O)OC)c1ccccc1CNS(=O)(=O)c1ccc(C)cc1	-7
O=C(Nc1nnc([C@H]2C[C@H](O)[C@@H](CO)O2)s1)NC(c1ccccc1)c1ccccc1	-3
O=c1cccc(-c2ccc3ccccc3c2)o1	-6
COC(=O)c1cc2c(c3c4cc(OC)ccc4n(S(=O)(=O)c4ccc(OC)cc4)c13)C(=O)N(C1CCCCC1)C2	-8
CC1(C(=O)NS(=O)(=O)c2ccc3c(c2)CCO3)CCN1C(=O)Cc1ccc(-c2ccccc2)cc1 (configuration not stated)	-6
CN(Cc1ccc(C(F)(F)F)cc1)C(=O)[C@H]1O[C@@H](n2ccc(=O)[nH]c2=O)[C@H](O)[C@@H]1O	-6
CCCCCn1nnnc1C1c2ccccc2C(=O)N1Cc1ccco1 (configuration not stated)	-5
CCCNC(=O)C1(C)CCCN(Cc2cccn2C)C1 (configuration not stated)	-5
COCc1cccc(-c2csc(C(C)(O)c3ccc(OC)cc3)n2)c1 (configuration not stated)	-5
O=C(C(=O)N1CCN(CCN2CCOCC2)CC1)c1ccccc1	-4
COc1ccc(NS(=O)CCCc2ccccc2)cc1 (configuration not stated)	-1
O=C(NCc1ccccc1)[C@@H]1CCCN1C(=O)[C@H]1CCCN1C(=O)c1ccc(Cl)c(Cl)c1	-6
CC1(C(=O)Nc2ccc(Cl)c(C(F)(F)F)c2)Cc2c(-c3ccccc3)ccnc2O1 (configuration not stated)	-6
O=C(C[C@@H]1C=C[C@H](NS(=O)(=O)c2ccccc2F)[C@@H](CO)O1)NCCCN1CCOCC1	-6
COc1ccc(CC(N)c2csc(NC(=O)C(c3ccccc3)c3ccccc3)n2)cc1 (configuration not stated)	-8
CCCCN(C=O)c1c(CC)nc2c(OCCn3cccc3)cccn12	-9
CNc1cccc(-c2cccc(C(=O)N3CCOCC3)c2)n1	-5
O=C(N[C@H](Cc1ccccc1)C(=O)N1CCN(c2ncccn2)CC1)[C@H]1O[C@@H](n2ccc(=O)[nH]c2=O)[C@H](O)[C@@H]1O	-8
COC(=O)[C@@]12C[C@@H](CC(=O)NCC3CCCCC3)C(=O)N(Cc3cccc4ccccc34)C1=CCC(C)(C)C2	-5

Molecules shown so far that contain a furan ring, fused or not, in the order listed:
SMILES	GalR3 antagonist
O=C1Nc2ccccc2NC(c2ccc3c(c2)OCO3)=C1N(Cc1ccc(F)cc1)C(=O)c1ccco1	-4
C=C1C[C@@H]2C[C@@H]2CN(S(=O)(=O)c2ccc(C)cc2)[C@@H]1c1ccco1	-6
CCCCCn1nnnc1C1c2ccccc2C(=O)N1Cc1ccco1 (configuration not stated)	-5

(further entries)
SMILES	GalR3 antagonist
C[C@@]12CC[C@@H](C3=C(CCC3)C1)N2c1ccccc1	-5
COC(=O)/C=C1\OCc2cc(OCc3ccccc3)ccc21	-5
Cc1ccccc1Cn1c(C)c(C(=O)N(C)Cc2ccc(F)cc2)sc1=O	-6
Cn1nc(C2CC2)cc1NC(=O)C1(C)CCN1C(=O)c1ccccc1CCc1ccccc1 (configuration not stated)	-8
O=C(CC[C@H]1O[C@@H](n2cnc3c(NC(=O)c4ccccc4)ncnc32)[C@H](O)[C@@H]1O)NCc1ccccn1	1
Nc1[nH]c(C(=O)c2ccccc2)c(-c2ccc(Cl)c(F)c2)c1C(=O)c1c[nH]c2ccccc12	-7
CC(C)[C@H](NC(=O)c1cccs1)C(=O)N1CCC[C@H]1C(=O)NCc1ccccc1	-6
COc1ccccc1-c1ccc2c(c1)C(C)(Cc1cccc(C#N)c1)C(=O)N2 (configuration not stated)	-5
COc1ccc(CCN2C(=O)CCC2(C)c2nnnn2-c2c(C)cccc2C)cc1OC (configuration not stated)	-8
CC(C)c1ccc(Nc2ncc3c(n2)CCN(C(=O)Nc2ccc(F)c(Cl)c2)C3)cc1	-8
O=C(NCc1cccnc1)c1cc(C2CCCCN2S(=O)(=O)c2ccccc2)on1 (configuration not stated)	3
CCCC(=O)N1CCCC1(C)C(=O)Nc1cc(OC)ccc1OC (configuration not stated)	-5
O=C(NC1CCCCC1)OC[C@@H]1CSCCS(=O)(=O)N1	-4
CCCC(=O)Nc1nnc([C@H]2C[C@H](O)[C@@H](CO)O2)s1	2
CC(C)(C)c1ccc(C(=O)N2CCC2(C)C(=O)Nc2cccc3ccccc23)cc1 (configuration not stated)	-9
OC[C@@H]1CN(Cc2ccc(Cl)cc2)C[C@H](n2cnc3c(NCc4ccco4)ncnc32)O1	-2
COc1ccc(Cl)cc1Cn1c(C)c(C(=O)NCc2ccc3c(c2)OCCO3)sc1=O	-4
COC(=O)C(Cc1ccc(O)cc1)NS(=O)(=O)Cc1ccccc1 (configuration not stated)	1
OC(c1ccc(Cl)c(F)c1)c1ncc(-c2ccccc2C(F)(F)F)[nH]1 (configuration not stated)	-4
Cc1cccc(S(=O)(=O)NC(=O)C2(C)CCN2C(=O)c2ccc(C3CCCCC3)cc2)c1 (configuration not stated)	-6
COCCNC(=O)C1(C)CCN(C(=O)c2cc(C(C)(C)C)nn2C)C1 (configuration not stated)	-4
CN(C)CCCNC(=O)c1ccc(-c2cc3nc(NCc4cccnc4)n(C)c(=O)c3s2)cc1	-1
O=C(NC1CCCC1)[C@@H]1CCCN1C(=O)[C@@H](NS(=O)(=O)c1ccc(F)cc1F)C1CCCCC1	0
Cc1oc(-c2ccc(Cl)cc2)cc1C(=O)N1CCC1(C)C(=O)O (configuration not stated)	-5
COC(=O)C1=C(C)N(Cc2ccc(Cl)cc2)C(=S)NC1c1ccc(Br)cc1 (configuration not stated)	-9

Three entries out of the list above, ordered by their value in GalR3 antagonist, falling.
SMILES	GalR3 antagonist
CN(C)CCCNC(=O)c1ccc(-c2cc3nc(NCc4cccnc4)n(C)c(=O)c3s2)cc1	-1
COc1ccc(Cl)cc1Cn1c(C)c(C(=O)NCc2ccc3c(c2)OCCO3)sc1=O	-4
CC(C)c1ccc(Nc2ncc3c(n2)CCN(C(=O)Nc2ccc(F)c(Cl)c2)C3)cc1	-8

The main list resumes; the six compounds before the break are reprinted first.
SMILES	GalR3 antagonist
Cc1cccc(S(=O)(=O)NC(=O)C2(C)CCN2C(=O)c2ccc(C3CCCCC3)cc2)c1 (configuration not stated)	-6
COCCNC(=O)C1(C)CCN(C(=O)c2cc(C(C)(C)C)nn2C)C1 (configuration not stated)	-4
CN(C)CCCNC(=O)c1ccc(-c2cc3nc(NCc4cccnc4)n(C)c(=O)c3s2)cc1	-1
O=C(NC1CCCC1)[C@@H]1CCCN1C(=O)[C@@H](NS(=O)(=O)c1ccc(F)cc1F)C1CCCCC1	0
Cc1oc(-c2ccc(Cl)cc2)cc1C(=O)N1CCC1(C)C(=O)O (configuration not stated)	-5
COC(=O)C1=C(C)N(Cc2ccc(Cl)cc2)C(=S)NC1c1ccc(Br)cc1 (configuration not stated)	-9
COc1cccc(-c2cnc(C(O)c3cccc(CN4CCCCC4)c3)[nH]2)c1 (configuration not stated)	-6
CCCCN(C)C(=O)c1sc(=O)n(CC(=O)c2ccccc2OC)c1C	4
C[C@H](CO)N1C[C@H](C)[C@@H](CN(C)C(=O)Nc2ccc3c(c2)OCCO3)OCc2cn(nn2)CCCC1=O	-6
CCCCCCCCN1C(=O)[C@H](CC(=O)N2CCCCC2)C[C@@]2(C(=O)OC)CCCCC=C12	-6
O=C(Cn1cc(COC(=O)c2c3ccccc3cc3ccccc23)nn1)c1ccc(O)cc1	5
CCCN1CCCCC(NC(=O)COCc2ccccc2)C1=O (configuration not stated)	-1
O=C(NCc1ccccc1)[C@@H]1CCCN1C(=O)[C@H]1CCCN1C(=O)c1ccccc1Cl	-7
CC1(C(=O)Nc2ccc3c(c2)OCCO3)CCN1C(=O)Cc1cc(F)ccc1F (configuration not stated)	-5
COc1cc(OC)c(NC(=O)C(Sc2nc(C)cc(C)c2C#N)c2ccccc2)cc1Cl (configuration not stated)	-6
O=C(Nc1ccc2c(c1)OCO2)c1cc(C2CCCCN2C(=O)c2ccc(Cl)cc2)on1 (configuration not stated)	-5
CC(C)C[C@@H](CN1CCC[C@@H]1CN1C(=S)NC[C@@H]1Cc1ccccc1)N1C[C@H](Cc2ccc(O)cc2)N(CC2CCCCCC2)C1=S	-6
Cc1ccccc1-c1ccc(CN2C(C)C(=O)N(Cc3cn(Cc4ccco4)nn3)CCS2(=O)=O)cc1 (configuration not stated)	-1
O=C(CC1c2ccccc2C=C(c2ccsc2)N1c1ccc(-c2cccnc2)cc1)C1CC1 (configuration not stated)	-2
OC[C@@H]1CN(Cc2ccc(-c3ccccc3)cc2)C[C@H](n2cnc3c(NC4CCC4)ncnc32)O1	3
CCOC(=O)[C@]12CCC=C1N(Cc1ccc3c(c1)OCO3)C(=O)[C@H](CC(=O)N1CCSCC1)C2	-6
C(=NNC1=NCCN1)c1ccnc2ccccc12	-6
c1ccc(CNc2nc(NCC3CC3)nc3cc(-c4ccccc4)sc23)cc1	-9
OC(c1ccc(F)cc1)c1nc(-c2ccncc2)cs1 (configuration not stated)	13*
Cc1ccc(C)c(NCCCCCCCC(=O)O)c1	-2
Cc1ccc(C(O)c2ncc(-c3ccc(C(F)(F)F)cc3)[nH]2)cc1F (configuration not stated)	-5
COc1cccc(C2=Cc3ccc(F)cc3C(CC(C)=O)N2c2ccc(-c3cc(OC)c(OC)c(OC)c3)cc2)c1 (configuration not stated)	-5
CCOC(=O)C1(C)CCCN(C(=O)c2ccc(OC(F)F)cc2)C1 (configuration not stated)	-1
COc1cccc(NC(=O)C2(C)CCN2C(=O)Cc2ccc(C(C)C)cc2)c1 (configuration not stated)	-7
O=S1(=O)CC(N2CC=CC2)CN1Cc1cn(Cc2cccc(C(F)(F)F)c2)nn1 (configuration not stated)	-5
COC(=O)c1c(N)[nH]c(C(=O)c2ccccc2)c1-c1ccc(Cl)cc1	-5
CC(C)C[C@H]1CN([C@@H](Cc2ccccc2)CN2CCC[C@@H]2CN2C(=O)C(=O)NC[C@@H]2Cc2ccc(O)cc2)C(=O)C(=O)N1CC1CCCCC1	2
CCOC(=O)C1CCCN(C(=O)c2ccc(OC)c(OC)c2)CC1 (configuration not stated)	-8
CCCCNC(=O)C1(C)CCN1C(=O)c1cc(OC)ccc1Br (configuration not stated)	-4
CC(=O)C1=CCC(c2cccc3ccccc23)N(S(=O)(=O)c2ccc(C)cc2)C1 (configuration not stated)	-3
COc1ccc(C(=O)C(=O)N2CCN(C(=O)c3cc(C(F)(F)F)cc(C(F)(F)F)c3)CC2)cc1OC	-7

This is a subset; the hit share may differ from the screen's.
